# Screens as filed in PubChem BioAssay.
# Growth percent in the NCI-60 one-dose screen (48 h, 10 µM unless noted): 100 = growth as untreated, 0 = no growth, -100 = all killed.
# OVCAR-8 = OVCAR-8 ovarian cancer; AID 1794782; 81,000 compounds, 4.4% hits
# OVCAR-3 = OVCAR-3 ovarian cancer; 79,000 compounds, 7% hits; AID 1794787
# IGROV1 = IGROV1 ovarian cancer | 79,000 compounds, 4.7% hits
# NCI/ADR-RES = NCI/ADR-RES ovarian cells; 81,000 compounds, 4.4% hits
# OVCAR-5 = OVCAR-5 ovarian cancer | AID 1794783 | 82,000 compounds, 2.9% hits
# OVCAR-4 = OVCAR-4 ovarian cancer cells; 80,000 compounds, 3.7% hits; AID 1794784
# NCI-H23 = NCI-H23 lung cancer | 80,000 compounds, 4% hits
# NCI-H522 = NCI-H522 lung cancer; 78,000 compounds, 8% hits; AID 1794739
# SK-OV-3 = SK-OV-3 ovarian cancer cells; 80,000 compounds, 3.2% hits
# An asterisk follows results filed as active; nt = not tested or not shown. How the source made its calls: active means growth percent below 10; inactive means the rest.
SMILES,OVCAR-8,OVCAR-3,IGROV1,NCI/ADR-RES,OVCAR-5,OVCAR-4,NCI-H23,NCI-H522,SK-OV-3
O=C1CCCc2ccc(Cl)cc21,108,103,94,106,94,105,97,96,104
COc1ccc2cc(-c3nc4ccccc4[nH]3)c(=O)oc2c1,101,106,nt,93,101,99,93,89,104
CCC(=O)NCCNc1nccc(Nc2ccc(S(=O)(=O)Nc3ccccn3)cc2)n1,100,101,104,110,105,114,107,89,104
Nc1nc(-c2cc(Cl)cc(Cl)c2)cc(-c2cc(-c3cc(Cl)cc(Cl)c3)nc(N)n2)n1,100,115,103,103,97,97,103,97,116
C[n+]1ccc2[nH]c3ccccc3c2c1,107,99,104,91,92,108,89,103,104
COC(=O)[C@]12CC[C@@H](C)[C@H](C)[C@H]1C1=CC(=O)[C@@H]3[C@@]4(C)CC[C@H](OC(C)=O)C(C)(C)[C@@H]4CC[C@@]3(C)[C@]1(C)CC2,95,96,93,106,89,99,104,92,99
CC1(C)C(=O)/C(=C\c2ccco2)C[C@]2(C)[C@H]3C(=O)C=C4[C@@H]5C[C@@](C)(C(N)=O)CC[C@]5(C)CC[C@@]4(C)[C@]3(C)CC[C@@H]12,91,107,96,104,103,95,103,92,107
O=C1OC2(OC(=O)c3ccccc32)Oc2cc(C(F)(F)F)ccc21 (centres undefined),106,98,97,105,95,93,97,98,106
Cc1cc(-n2cc(C)c(=O)[nH]c2=O)ccc1F,107,94,nt,109,100,99,99,65,94
O=C1C=CC(=O)C(c2ccc(Cl)cc2)=C1,92,88,77,101,101,nt,104,47,87
O=C(/C=C/c1sc(Cl)nc1Cl)c1ccc(F)cc1,84,9.4*,95,99,104,102,94,87,99
O=C(O)C(Cc1ccc(O)cc1)NS(=O)(=O)Cc1ccccc1 (centres undefined),97,103,114,100,93,115,91,83,100
Cc1nn(-c2ccc(Cl)cc2)c2nc3c(nc12)C(=O)C(=O)c1ccccc1-3,nt,2.9*,59,76,96,48,76,80,94
COc1c2occc2c(OC)c2c(=O)c(C(C)=O)c(C)oc12,107,111,102,104,99,106,97,94,107
OCC=C1CCCCCC1,104,105,99,106,104,102,104,nt,99
Cn1cc(-c2nn3c(=O)cc(-c4ccccc4)nc3s2)c2ccccc21,96,nt,101,97,99,92,104,64,114
COc1ccc(CNC(=O)C(=O)[C@H](Cc2ccccc2)NC(=O)c2[nH]c3ccccc3c(=O)c2C)cc1OC,103,109,102,108,100,101,99,97,108
O=C(/C=C/c1cn(-c2ccccc2)nc1-c1ccccc1)NNC(=O)Nc1ccc(Br)cc1,100,106,102,107,103,108,97,98,100
CSc1nccc(=S)[nH]1,106,127,102,109,105,96,107,78,107
N#CC1(O)CCCCC1,94,104,101,94,98,126,114,89,94
C/C=C(\C)C(C(=O)NC1CCCCC1)N(C(=O)C1CCc2cc(F)ccc2O1)c1cccc(C(F)(F)F)c1 (centres undefined),82,107,94,93,100,105,85,88,98
O=S(O)CO,110,121,109,102,108,89,107,91,100
Nc1c2c(nc3ccc(Cl)cc13)CC(c1ccccc1)CC2=O (centres undefined),72,21,38,23,73,89,59,41,77
O=C(NCCCNc1cc(-c2cn(-c3ccccc3)nc2-c2cccc(O)c2)ccn1)c1ccccc1,28,46,51,26,63,38,46,7.0*,38
CC(=O)OCC1OC(N=[N+]=[N-])C(OC(C)=O)C(OC(C)=O)C1OC(C)=O (centres undefined),99,119,112,107,112,110,102,107,108
COc1cc(/C=N\NC(=O)CN2CCN(c3cc4c(cc3F)c(=O)c(C(=O)N/N=C/c3cc(OC)c(OC)c(OC)c3)cn4C3CC3)CC2)cc(OC)c1OC,22,-75*,-17*,103,20,-18*,-36*,8.2*,19
CCNc1ccc2c(c1)Cc1ccccc1-2,104,101,97,103,110,104,99,99,92
COC(=O)C1=C(C(=O)ON)C2C=CC1(C(Cc1ccccc1)Nc1ccccc1)O2 (centres undefined),91,-100*,76,95,105,69,89,-77*,104
CC(=O)Nc1cc(OC(C)=O)nc2c1CCC2,100,108,107,105,104,109,103,104,95
Cn1cc(-c2csc(-c3cn(CCCN4CCOCC4)c4ccc(F)cc34)n2)c2cccnc21,48,78,76,54,73,57,64,50,80
Cc1nc(-c2ccccc2)cc2c(O)c(C(=O)N/N=C/c3ccc(N(C)C)cc3)[nH]c(=O)c12,67,71,50,67,85,27,78,73,105
COc1ccc(-c2nc(N=Nc3c(O)[nH]c4ccc(Br)cc34)[nH]c(=O)c2C#N)cc1OC,99,101,100,101,100,111,96,88,98
COc1ccc(/C=C2/SC(=O)N(CC(=O)N3CCN(c4cc5c(cc4F)c(=O)c(C(=O)O)cn5C4CC4)CC3)C2=O)cc1,94,115,96,99,103,107,100,87,nt
Fc1ccc(COc2ccc(Nc3ncnc4sc5c(c34)CCCC5)cc2Cl)cc1,96,96,80,97,105,95,97,51,73
Cc1cc(O)c(C(C)C)cc1N=Cc1cc(Cl)ccc1O,98,107,111,101,107,102,96,96,96
Cc1ccc(S(=O)(=O)N/N=C/C=C/C=N/NS(=O)(=O)c2ccc(C)cc2)cc1,102,115,101,99,104,nt,95,81,111
CCOC(=O)c1ccc(C(=O)O)cc1OC,103,113,105,106,97,105,101,94,103
CCc1cccc(Nc2ccccc2C(=O)O)c1,103,113,110,104,104,111,97,98,101
c1ccc(-c2nc3ccccc3o2)cc1,116,123,142,105,109,130,100,104,119
COc1cc(/C(=C2/O[C@@H]([C@H]3COC(C)(C)O3)[C@H]3OC(C)(C)O[C@@H]23)c2ccc3c(c2)OCO3)cc(OC)c1OC,4.5*,75,nt,44,59,58,54,nt,63
CC(=O)NS(=O)(=O)c1ccc(NCCc2c(C)nc3scc(-c4ccccc4)n3c2=O)cc1,104,103,94,107,120,110,100,81,90
Cc1cc(N2CCN(C)CC2)nc(NCc2cc(Nc3ccnc4cc(Cl)ccc34)ccc2F)n1,6.3*,-47*,10,19,-3.8*,15,25,-8.5*,23
CCCNc1nc(C)[nH]c(=O)c1S,105,106,102,109,113,105,102,91,134
C[C@]12CC[C@@H]3c4cc(OC(F)F)c(OS(N)(=O)=O)cc4CC[C@H]3[C@@H]1CC[C@@H]2OS(N)(=O)=O,46,16,48,11,95,76,36,46,45
C=C(C)COC(=O)CC(C)=O,117,107,104,117,105,115,108,106,115
NC(N)=Nc1ccc(Oc2cccc(NC(N)=Nc3ccc(Cl)c(C(F)(F)F)c3)c2)cc1,67,31,-11*,95,48,62,60,40,55
C=CCOC(=O)C(C)Oc1ccc(Cl)cc1Cl (centres undefined),99,103,111,118,104,94,104,98,99
Cc1cc(=O)oc2cc(OC(=O)CN(C)C)ccc12,104,110,110,103,100,103,103,97,109
O=C(O)c1cccc2c1Oc1ccccc1S2(=O)=O,96,99,129,96,98,103,95,90,107
CCc1c(C)c2cc3nc(-c4ccc(OC)cc4)oc3c(C)c2oc1=O,78,105,106,86,114,91,90,60,68
ClSSc1c2ccccc2cc2ccccc12,92,110,121,111,103,102,103,88,103
CN1C(=O)N(C)C2SC(N/N=C/c3cccs3)=NC21 (centres undefined),34,-54*,37,-15*,43,58,38,-15*,41
CS(=O)(=O)NCCSc1nc(-c2ccc(F)cc2)c(C#N)c(=O)[nH]1,104,108,107,104,102,102,104,94,92
CCC(C)(C)N(CC(=O)O)CC(=O)O,98,110,113,114,102,104,104,104,102
Nc1ccc(O)c(S(=O)(=O)O)c1,94,107,121,108,95,103,109,101,104
CCCCCCc1ccc(C(=O)Nc2ccc(C)cc2C(=O)O)cc1,101,95,104,99,106,94,97,89,104
Cc1ccc(-n2c(Sc3nc(-c4ccccc4)c(C#N)c(=O)[nH]3)cn3c4c(=O)n(C)c(=O)n(C)c4nc23)cc1,89,90,87,88,104,85,88,77,94
CCN(N=O)c1ccc(/C=C2/C=Cc3ccccc32)cc1,99,105,101,100,96,nt,83,85,106
COc1ccc(-c2n/c(=C\c3c(O)[nH]c4ccc(Cl)cc34)cc3c2=Nc2ccccc2-3)cc1,74,92,102,63,129,65,74,82,123
Cn1cc(-c2nc(-c3c[nH]c4c(Cl)nccc34)cs2)c2ccccc21,91,107,105,98,120,86,99,86,108
# Going on with the list:
SMILES,OVCAR-8,OVCAR-3,IGROV1,NCI/ADR-RES,OVCAR-5,OVCAR-4,NCI-H23,NCI-H522,SK-OV-3
O=C(O)/C=C/C(=O)NCc1ccco1,108,114,104,138,90,94,96,93,110
NNC(=O)C1CC1,100,107,107,101,108,113,101,84,99
O=CC(c1ccccc1)c1ccccc1,101,112,127,103,92,100,101,95,112
COc1ccc(C(C)=O)cc1S(=O)(=O)Nc1c(N)nc(N)nc1N,96,103,98,94,102,90,97,63,134
C#CC1(OC(=O)Nc2cccc(Cl)c2)CCCCC1,100,108,107,111,104,106,104,87,110
O=C(Nc1ncc(Cc2cc(C(F)(F)F)ccc2Cl)s1)C(=S)N1CCOCC1,95,105,84,91,95,84,90,75,92
COc1cc(/C=N\NC(=O)c2ccc3nc(-c4ccc(Br)cc4)[nH]c3c2)cc(OC)c1OC,46,nt,58,96,119,74,40,45,68
COc1cc2oc(-c3cccc(C(=O)Nc4ccc(Cl)cc4)c3)cc(=O)c2c(OCCNC(=O)[C@@H](N)CO)c1OC,26,89,58,102,61,87,nt,-28*,115
[O-][n+]1onc(-c2ccccc2)c1COc1ccc(Nc2ncnc3c2cnn3-c2ccc(Br)cc2)cc1,105,117,106,107,99,100,101,96,104
Cc1ccccc1/C=C1N=C(/C=C/c2ccccc2)OC/1=O,101,101,97,109,95,96,104,nt,96
CC1CCN(C2=NC(=O)/C(=C\c3ccccc3OCc3ccc([N+](=O)[O-])cc3)S2)CC1,80,102,84,83,99,66,90,69,109
C#CCOc1cc(C)c(C)cc1C(=O)c1cc(-c2ccc(OC)cc2)c(=O)n(CC#C)c1,91,103,83,95,85,77,91,78,89
NS(=O)(=O)c1ccc(-n2nc(-c3ccc(Oc4ccccc4)cc3)ccc2=O)cc1,97,108,109,98,98,nt,102,nt,102
CCCCCCCC(=O)NC(O)C(Cl)(Cl)C(C)Cl (centres undefined),96,104,108,101,104,100,96,91,102
C#C[C@]1(O)CC[C@H]2[C@@H]3CC=C4c5sc(-c6cccc(C)c6)nc5CC[C@]4(C)[C@H]3CC[C@@]21C,90,89,69,81,74,81,73,70,89
CCC(C#N)(c1ccccc1)c1ccccc1,103,117,120,123,107,nt,106,84,105
N=C(N)c1ccc(-c2ccc(-c3ccc(F)cc3)s2)s1,-55*,-58*,-27*,-33*,-29*,-24*,-63*,-72*,81
C1=CC2=CC=C3C=CC=C4C(c5nc6c7ccccc7c7ccccc7c6[nH]5)=CC(=C1)C2C34 (centres undefined),98,93,87,93,115,119,98,83,94
Cc1ccc(-c2nc3nc(-c4ccc(F)cc4)nc(N4CCNCC4)c3o2)cc1,-50*,-95*,42,-19*,-15*,-77*,94,80,107
NC(=S)N/N=C(\c1ccc(F)cc1)C1CC1,86,43,30,74,97,nt,99,92,102
CCOC(=O)C1=C(CCl)N(C)C(=O)NC1c1ccc2c(c1)OCO2 (centres undefined),45,25,75,72,77,56,71,33,94
OC(C[n+]1ccccc1)c1cccs1 (centres undefined),104,104,101,105,74,116,105,48,77
COc1ccc2c(c1)oc1c(C)c3c(c(C)c12)C(=O)N(Cc1ccccc1)C3=O,91,113,92,101,107,101,103,95,107
C#Cc1ccc(S(=O)(=O)Nc2cccc(-c3csc(NC(C)=O)n3)c2)cc1,85,83,49,71,101,60,65,56,89
COc1ccc(Oc2ccc(C3CC(c4cc(OC)c(OC)c(OC)c4)=NN3C(C)=O)cc2)cc1 (centres undefined),30,25,20,20,50,18,24,20,51
CCC(C)NCCOC(=O)c1ccc([N+](=O)[O-])cc1 (centres undefined),100,104,109,110,103,105,114,115,114
COc1ccc(-n2c(C(O)c3ccccc3)nn(CN3CCOCC3)c2=S)cc1 (centres undefined),107,124,97,107,101,96,99,90,101
NC(=O)c1ccc[n+]([C@@H]2O[C@H](COP(=O)([O-])OP(=O)(O)OC[C@H]3O[C@@H](n4cnc5c(N)ncnc54)[C@H](O)[C@@H]3O)[C@@H](O)[C@H]2O)c1,97,107,109,99,107,106,103,105,113

# By substructure, the compounds so far with a COOH group.
SMILES,OVCAR-8,OVCAR-3,IGROV1,NCI/ADR-RES,OVCAR-5,OVCAR-4,NCI-H23,NCI-H522,SK-OV-3
O=C(O)C(Cc1ccc(O)cc1)NS(=O)(=O)Cc1ccccc1 (centres undefined),97,103,114,100,93,115,91,83,100
COc1ccc(/C=C2/SC(=O)N(CC(=O)N3CCN(c4cc5c(cc4F)c(=O)c(C(=O)O)cn5C4CC4)CC3)C2=O)cc1,94,115,96,99,103,107,100,87,nt
CCOC(=O)c1ccc(C(=O)O)cc1OC,103,113,105,106,97,105,101,94,103
CCc1cccc(Nc2ccccc2C(=O)O)c1,103,113,110,104,104,111,97,98,101
O=C(O)c1cccc2c1Oc1ccccc1S2(=O)=O,96,99,129,96,98,103,95,90,107
CCC(C)(C)N(CC(=O)O)CC(=O)O,98,110,113,114,102,104,104,104,102
CCCCCCc1ccc(C(=O)Nc2ccc(C)cc2C(=O)O)cc1,101,95,104,99,106,94,97,89,104
O=C(O)/C=C/C(=O)NCc1ccco1,108,114,104,138,90,94,96,93,110

# Compounds were not picked by outcome (roughly 11% active in at least one column).
